# Source: PubChem BioAssay (Broad Institute)
# STK33 inh: STK33 kinase inhibitors, primary screen, biochemical, luminescence, ADP-Glo, MBP substrate; Serine/threonine-protein kinase 33 (Homo sapiens), Q9BYT3; inhibition, % at 12.5 µM; hit rate 0.44% among 27,000; AID 2322, 2010; in the data active = inhibition above about 20%
# Target sequence (Q9BYT3 whole entry, looked up): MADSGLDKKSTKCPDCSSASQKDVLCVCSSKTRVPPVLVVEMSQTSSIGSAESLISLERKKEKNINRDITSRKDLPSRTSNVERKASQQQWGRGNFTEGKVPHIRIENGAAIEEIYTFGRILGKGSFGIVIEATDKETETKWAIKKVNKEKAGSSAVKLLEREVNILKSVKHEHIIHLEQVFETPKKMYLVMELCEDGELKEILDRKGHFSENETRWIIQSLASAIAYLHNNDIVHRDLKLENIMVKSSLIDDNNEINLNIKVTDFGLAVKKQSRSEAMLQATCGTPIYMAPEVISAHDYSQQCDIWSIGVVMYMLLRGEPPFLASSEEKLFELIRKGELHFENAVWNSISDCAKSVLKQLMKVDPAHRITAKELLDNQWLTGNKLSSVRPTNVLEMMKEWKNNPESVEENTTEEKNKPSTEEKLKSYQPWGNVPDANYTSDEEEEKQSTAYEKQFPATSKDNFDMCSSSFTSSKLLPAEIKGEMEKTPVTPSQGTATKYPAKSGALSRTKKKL
# p53 PUMA act: mutant p53 pathway re-activators, primary screen, cell-based, SW480, luciferase, single point, HTS; hit rate 1.5% among 28,000; activation, % at 9.98 µM; AID 624151, 2012; SW480 PUMA-promoter luciferase, p53 mutant reactivation; in the data active = activation above about 52%
# An asterisk follows results filed as active; x = no result given. Only part of the results is shown, so the mix of outcomes need not match the whole.
1	O=C(COc1ccccc1C(=O)Nc1cccc(Cl)c1Cl)Nc1ccc(N2CCOCC2)c(Cl)c1
2	C[C@H]1CN([C@@H](C)CO)C(=O)c2cc(NS(=O)(=O)c3ccccc3)ccc2O[C@H]1CN(C)C
3	C[C@@H]1CN([C@H](C)CO)C(=O)Cc2cc(NC(=O)CCN3CCOCC3)ccc2O[C@H]1CN(C)Cc1ccc2c(c1)OCO2
4	C[C@@H]1CN([C@@H](C)CO)C(=O)Cc2cc(NC(=O)Nc3ccc(F)cc3)ccc2O[C@H]1CN(C)S(=O)(=O)c1ccc(Cl)cc1
5	C[C@@H]1CN([C@@H](C)CO)C(=O)c2cc(-c3cccc(F)c3)cnc2O[C@@H]1CN(C)C(=O)Nc1ccccc1F
6	CO/N=C1\CN(c2nc3c(cc2F)c(=O)c(C(=O)O)cn3C2CC2)CC1CN (centres undefined)
7	Fc1cccc(/C=N/N=C/c2cccc(F)c2)c1
8	COc1cc(=O)oc(C(C)C(C)O)c1CO (centres undefined)
9	COc1ccc(C#Cc2ccc3c(c2)[C@]2(C(=O)N3)[C@H](C(=O)NC[C@H](O)c3ccccc3)[C@H]3C(=O)O[C@H](c4ccccc4)[C@H](c4ccccc4)N3[C@@H]2c2ccccc2OCCO)cc1
10	C[C@H](CO)N1C[C@H](C)[C@H](CN(C)C(=O)c2cccc(F)c2)Oc2cc(-c3ccncc3)ccc2S1(=O)=O
compound no. | 1 | 2 | 3 | 4 | 5 | 6 | 7 | 8 | 9 | 10
STK33 inh | 3 | -2 | 9 | x | x | 1 | x | -3 | 18 | x
p53 PUMA act | -12 | -1 | x | 11 | -7 | x | 88* | -4 | x | -14

11	Cc1ccc(N(C(C)C(=O)Nc2cccc([N+](=O)[O-])c2)S(C)(=O)=O)cc1C (centres undefined)
12	COc1ccc([Si](C)(C)[C@@H]2[C@@H](CCO)O[C@]3(C(=O)N(Cc4ccccc4)c4ccc(N5C(=O)c6cccc7cccc5c67)cc43)[C@H]2C)cc1
13	Cc1ccc(CC(CC(=O)O)C(=O)Nc2ccccc2I)cc1 (centres undefined)
14	C[C@@H]1CN([C@H](C)CO)C(=O)CCCn2cc(nn2)CO[C@@H]1CN(C)S(=O)(=O)c1cn(C)cn1
15	CCOc1ccccc1NC(=O)CN1C(=O)c2ccc([N+](=O)[O-])cc2C1=O
16	CNC(=O)CN(c1ccccc1C)S(=O)(=O)c1ccc(Cl)cc1
17	Cc1cc(C)c2c(CC(=O)NCc3ccco3)coc2c1
18	COc1cc2c(cc1OC)[C@@H]1C(=O)c3ccc4c(c3O[C@@H]1CO2)CCC(C)(C)O4
19	CCN1C(=O)/C(=C2\SC(=S)N(c3cccc(Cl)c3)C2=O)c2ccccc21
20	O=C(c1ccccc1)c1ccccc1C(=O)c1ccccc1
compound no. | 11 | 12 | 13 | 14 | 15 | 16 | 17 | 18 | 19 | 20
STK33 inh | 0 | 2 | 3 | -2 | 2 | -2 | -2 | 0 | -2 | 3
p53 PUMA act | 10 | x | -14 | -1 | -9 | 2 | 1 | x | x | x

# 13 compounds from above, sorted by molecular weight, rising.
7	Fc1cccc(/C=N/N=C/c2cccc(F)c2)c1
17	Cc1cc(C)c2c(CC(=O)NCc3ccco3)coc2c1
20	O=C(c1ccccc1)c1ccccc1C(=O)c1ccccc1
15	CCOc1ccccc1NC(=O)CN1C(=O)c2ccc([N+](=O)[O-])cc2C1=O
6	CO/N=C1\CN(c2nc3c(cc2F)c(=O)c(C(=O)O)cn3C2CC2)CC1CN (centres undefined)
11	Cc1ccc(N(C(C)C(=O)Nc2cccc([N+](=O)[O-])c2)S(C)(=O)=O)cc1C (centres undefined)
18	COc1cc2c(cc1OC)[C@@H]1C(=O)c3ccc4c(c3O[C@@H]1CO2)CCC(C)(C)O4
19	CCN1C(=O)/C(=C2\SC(=S)N(c3cccc(Cl)c3)C2=O)c2ccccc21
13	Cc1ccc(CC(CC(=O)O)C(=O)Nc2ccccc2I)cc1 (centres undefined)
14	C[C@@H]1CN([C@H](C)CO)C(=O)CCCn2cc(nn2)CO[C@@H]1CN(C)S(=O)(=O)c1cn(C)cn1
10	C[C@H](CO)N1C[C@H](C)[C@H](CN(C)C(=O)c2cccc(F)c2)Oc2cc(-c3ccncc3)ccc2S1(=O)=O
12	COc1ccc([Si](C)(C)[C@@H]2[C@@H](CCO)O[C@]3(C(=O)N(Cc4ccccc4)c4ccc(N5C(=O)c6cccc7cccc5c67)cc43)[C@H]2C)cc1
compound no. | 7 | 17 | 20 | 15 | 6 | 11 | 18 | 19 | 13 | 14 | 10 | 12
STK33 inh | x | -2 | 3 | 2 | 1 | 0 | 0 | -2 | 3 | -2 | x | 2
p53 PUMA act | 88* | 1 | x | -9 | x | 10 | x | x | -14 | -1 | -14 | x

9	COc1ccc(C#Cc2ccc3c(c2)[C@]2(C(=O)N3)[C@H](C(=O)NC[C@H](O)c3ccccc3)[C@H]3C(=O)O[C@H](c4ccccc4)[C@H](c4ccccc4)N3[C@@H]2c2ccccc2OCCO)cc1
compound no. | 9
STK33 inh | 18
p53 PUMA act | x

# More structures
21	C[C@H]1CCCCO[C@H](CN(C)Cc2ccncc2)[C@@H](C)CN([C@@H](C)CO)C(=O)c2cc(NS(=O)(=O)c3cccs3)ccc2O1
22	COc1ccc(Cl)cc1N1CCN(CCNC(=O)Nc2ccccc2C)CC1
23	COc1ccc(S(=O)(=O)Nc2cccc3c2O[C@@H](CN(C)Cc2ccncc2)[C@@H](C)CN([C@H](C)CO)C3=O)cc1
24	C[C@@H]1CN([C@H](C)CO)C(=O)c2ccccc2-c2ccccc2CO[C@@H]1CN(C)S(=O)(=O)CC(F)(F)F
25	COc1ccc(NC(=O)Nc2cccc3c2O[C@H](CN(C)CC2CC2)[C@@H](C)CN([C@H](C)CO)C3=O)cc1
26	Cc1ccc(S(=O)(=O)Nc2ccc3c(c2)CC(=O)N([C@H](C)CO)C[C@H](C)[C@H](CN(C)S(=O)(=O)c2cccs2)O3)cc1
27	Cc1cccc(C)c1-n1c(C2CC3CCC2O3)n[nH]c1=S (centres undefined)
28	C[C@H]1CN([C@@H](C)CO)C(=O)Cc2cc(NC(=O)Nc3cccc4ccccc34)ccc2O[C@H]1CN(C)Cc1ccccc1
29	C[C@@H]1CN([C@@H](C)CO)C(=O)c2cccc(N(C)C)c2O[C@@H]1CN(C)Cc1ccc(C(F)(F)F)cc1
30	CCOc1ccc(C)cc1S(=O)(=O)NCC1CCCO1 (centres undefined)
compound no. | 21 | 22 | 23 | 24 | 25 | 26 | 27 | 28 | 29 | 30
STK33 inh | x | 5 | x | x | x | 1 | 2 | 1 | x | -1
p53 PUMA act | 0 | -8 | -15 | 9 | 22 | x | x | x | 8 | 3

31	C[C@@H]1CN([C@@H](C)CO)C(=O)Cc2cc(NC(=O)Nc3ccccc3)ccc2O[C@@H]1CN(C)Cc1ccc(Oc2ccccc2)cc1
32	CC(=O)c1ccc(NC(=O)CSc2nc(-c3ccccc3)c(C#N)c(=O)[nH]2)cc1
33	C[C@H]1CN([C@@H](C)CO)C(=O)CCCn2nncc2CO[C@H]1CN(C)C(=O)C1CCCCC1
34	C[C@H]1CN([C@@H](C)CO)C(=O)Cc2cc(NC(=O)Nc3ccc(F)cc3)ccc2O[C@H]1CN(C)C(=O)Nc1ccccc1
35	CC(=O)c1c(C)nn(CC(O)COc2ccc3ccccc3c2)c1C (centres undefined)
36	Cc1cc(C(=O)NCCCN2CCCC2=O)no1
37	Cc1ccc(S(=O)(=O)N2C(=O)CCC2C(=O)Nc2cc(C(F)(F)F)ccc2Cl)cc1 (centres undefined)
38	Cc1c(Cl)c(C(F)(F)F)nn1CC(=O)Nc1ccc(C#N)cc1
39	CNC[C@@H]1Oc2ccc(NC(=O)NC(C)C)cc2CC(=O)N([C@@H](C)CO)C[C@H]1C
40	CC(=O)OCCNC(=O)c1cccnc1
compound no. | 31 | 32 | 33 | 34 | 35 | 36 | 37 | 38 | 39 | 40
STK33 inh | 0 | -1 | 0 | -5 | -6 | -6 | -1 | 0 | x | x
p53 PUMA act | x | 59* | x | x | -2 | 4 | -10 | -8 | -3 | 6

41	COc1cc2c3cc1Oc1c(OC)c(OC)cc4c1[C@@H](Cc1ccc(OC(=O)c5ccc([N+](=O)[O-])cc5)c(c1)Oc1ccc(cc1)C[C@@H]3N(C)CC2)N(C)CC4
42	C[C@H](CO)N1C[C@H](C)[C@H](CN(C)C)OCCCC[C@H](C)Oc2ccc(NC(=O)C3CCCCC3)cc2C1=O
43	COc1ccc(OC)c(N(CC(=O)Nc2cccc(C(F)(F)F)c2)S(C)(=O)=O)c1
44	Cc1cc(C)cc(OCC(=O)Nc2cc(-c3nc4ccccc4s3)ccc2C)c1
45	C[C@@H]1CN([C@@H](C)CO)C(=O)c2ccccc2-c2ccccc2CO[C@@H]1CN(C)C(=O)Nc1ccnc(N2CCOCC2)c1
46	COc1cccc(NC(=O)C(C)N(c2ccc(Cl)cc2)S(C)(=O)=O)c1 (centres undefined)
47	CC(C)NC(=O)N(C)C[C@@H]1OCCCC[C@@H](C)Oc2ccc(NC(=O)c3ccncc3)cc2C(=O)N([C@H](C)CO)C[C@@H]1C
48	C[C@@H]1CCCCO[C@@H](CN(C)C(=O)Nc2ccccc2)[C@@H](C)CN([C@H](C)CO)C(=O)c2cc(NC(=O)Nc3cccc4ccccc34)ccc2O1
49	CCc1cc2c(SCC(=O)O)ncnc2s1
50	C[C@H]1CN([C@@H](C)CO)C(=O)c2cc(NC(=O)Nc3cccc4ccccc34)ccc2O[C@@H]1CN(C)Cc1ccc2c(c1)OCO2
compound no. | 41 | 42 | 43 | 44 | 45 | 46 | 47 | 48 | 49 | 50
STK33 inh | 4 | x | -2 | -4 | x | 2 | 2 | 1 | 4 | -1
p53 PUMA act | -2 | 1 | 6 | 14 | 7 | 5 | 7 | x | -9 | x

51	Cc1ccc([N+](=O)[O-])cc1N(CC(=O)Nc1ccccc1Cl)S(C)(=O)=O
52	C[C@@H]1CN([C@H](C)CO)C(=O)c2cc(NC(=O)Cn3cnnn3)ccc2O[C@H]1CN(C)S(=O)(=O)c1cccs1
53	C[C@@H]1CN([C@H](C)CO)C(=O)c2cc(NC(=O)NC3CCCCC3)ccc2O[C@H]1CN(C)Cc1ccc(C(F)(F)F)cc1
54	CN(C)CCOC(=O)COc1ccc(Cl)cc1
55	COCC(=O)N(C)C[C@H]1Oc2cc(C#CC3CC3)ccc2S(=O)(=O)N([C@@H](C)CO)C[C@@H]1C
56	CC(C)(O)CCc1cc2c(cc1O)O[C@H]1c3ccc(O)cc3OC[C@@H]21
57	Cc1ccc(C(=O)O)cc1S(=O)(=O)N1CCC(C(=O)O)CC1
58	C[C@@H]1CN([C@@H](C)CO)C(=O)c2cccc(NS(=O)(=O)c3ccc(F)cc3)c2O[C@H]1CN(C)CC1CCCCC1
59	O=S(=O)(CCSc1nc2ccccc2o1)c1nc2ccccc2s1
60	C[C@@H]1CCCCO[C@@H](CN(C)S(=O)(=O)c2ccccc2)[C@@H](C)CN([C@H](C)CO)C(=O)c2cc(NS(=O)(=O)c3cn(C)cn3)ccc2O1
compound no. | 51 | 52 | 53 | 54 | 55 | 56 | 57 | 58 | 59 | 60
STK33 inh | 0 | x | 2 | -5 | x | 4 | 0 | x | 2 | 1
p53 PUMA act | 18 | -4 | x | -2 | -5 | 27 | 5 | 3 | -51 | -3

61	COc1ccc(NC(=O)Nc2ccc3c(c2)C(=O)N([C@H](C)CO)C[C@H](C)[C@@H](CN(C)C(=O)Cc2ccccc2)OCCCC[C@H](C)O3)cc1
62	C[C@@H]1CN([C@@H](C)CO)C(=O)CCCn2nncc2CO[C@H]1CN(C)Cc1cccc(C(=O)O)c1
63	CN1CCN(C(=O)c2ccccc2NC(=O)CCN2C(=O)c3ccccc3C2=O)CC1
64	O=C(O)CCS(=O)(=O)c1cccc2cccnc12
65	COc1cccc(S(=O)(=O)N(C)C[C@H]2OCc3cn(nn3)CCCC(=O)N([C@@H](C)CO)C[C@@H]2C)c1
66	COc1ccc(OC)c(S(=O)(=O)N2CCC(C(=O)Nc3ccc4c(c3)OCCO4)CC2)c1
67	CC(C)(C)NS(=O)(=O)c1ccc(NC(=O)COc2ccc3ccccc3c2Br)cc1
68	C[C@@H]1CN([C@H](C)CO)C(=O)c2cccc(NC(=O)c3ccc(-c4nccs4)cc3)c2O[C@H]1CN(C)Cc1ccc(C(F)(F)F)cc1
69	C[C@@H]1CN([C@@H](C)CO)C(=O)Cc2cc(NS(=O)(=O)c3ccc(F)cc3)ccc2O[C@@H]1CN(C)Cc1ccncc1
70	Cc1ccc(S(=O)(=O)N(C)C[C@H]2Oc3ccc(NS(=O)(=O)c4ccccc4)cc3CC(=O)N([C@H](C)CO)C[C@H]2C)cc1
71	C[C@H](CO)N1C[C@H](C)[C@H](CN(C)C(=O)Nc2ccccc2)Oc2ccc(NS(=O)(=O)c3ccccc3)cc2C1=O
72	C[C@H]1CN([C@@H](C)CO)C(=O)c2cc(N(C)C)ccc2O[C@@H]1CN(C)S(=O)(=O)c1cccs1
compound no. | 61 | 62 | 63 | 64 | 65 | 66 | 67 | 68 | 69 | 70 | 71 | 72
STK33 inh | x | -3 | -1 | -2 | -3 | 2 | 2 | x | -3 | -2 | -1 | -2
p53 PUMA act | -11 | x | 20 | -4 | x | 4 | 6 | -23 | x | x | x | -6
